Compound activity: PubChem BioAssay, several laboratories
hERG protect: compounds protecting human hERG from proarrhythmic drug block. CHO-hERG, FluxOR thallium flux, dofetilide IC70 present. activation (rescue from dofetilide block), less the hit threshold, % at 10 µM. 0.51% of 310,000 active. Q12809;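 active means activation above the mean of controls blocked by dofetilide plus 5 SD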;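 further: thallium influx through hERG after potassium depolarization seen as dye fluorescence rise; in these data hits start at about 4.7%; inactives centre near -7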
RGS4 pot: RGS4 potentiation or activation; AID 463111; 0.92% of 310,000 active; B-score at 10 µM; HEK293 M3R/inducible RGS4, carbachol calcium flux Fluo4; active compounds read low;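 active means B-score of the integrated calcium signal more than 4 SD below the library mean, with starting fluorescence not abnormally high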;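 further: negative B-score means reduced calcium response which marks RGS4 activation or potentiation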
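Material: M3R-expressing HEK293 line, RGS4 induced by doxycycline | Schedule: Overnight RGS4 induction, 30 min dye load 37 °C, 20 min compound RT | Measured by: Fluo4 fluorescence kinetic imaging of calcium | Read-out: Integrated calcium ratio converted to B score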
KCNK9 inh: human KCNK9 channel inhibition | B-score at 10 µM | HEK293 KCNK9, FluxOR thallium flux fluorescence; active compounds read low | Q9NPC2 | 1.2% of 310,000 active;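 active means ratio B-score over 3 SD below the library mean, with starting fluorescence within 5 SD of its mean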;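 further: negative B-score means less thallium flux so channel inhibition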
GSK3 alpha inh: inhibitors of human GSK-3 alpha kinase; P49840; ADP-Glo luminescence, 60 min; 0.1% of 320,000 active; inhibition, % at 10 µM; AID 2650;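 in the data active means inhibition above about 50%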;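 further: GST-tagged GSK-3 alpha with peptide substrate and 25 µM ATP; 0% = DMSO neutral wells and 100% = GW8510 positive control wells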
Target sequence (P49840 whole entry, looked up): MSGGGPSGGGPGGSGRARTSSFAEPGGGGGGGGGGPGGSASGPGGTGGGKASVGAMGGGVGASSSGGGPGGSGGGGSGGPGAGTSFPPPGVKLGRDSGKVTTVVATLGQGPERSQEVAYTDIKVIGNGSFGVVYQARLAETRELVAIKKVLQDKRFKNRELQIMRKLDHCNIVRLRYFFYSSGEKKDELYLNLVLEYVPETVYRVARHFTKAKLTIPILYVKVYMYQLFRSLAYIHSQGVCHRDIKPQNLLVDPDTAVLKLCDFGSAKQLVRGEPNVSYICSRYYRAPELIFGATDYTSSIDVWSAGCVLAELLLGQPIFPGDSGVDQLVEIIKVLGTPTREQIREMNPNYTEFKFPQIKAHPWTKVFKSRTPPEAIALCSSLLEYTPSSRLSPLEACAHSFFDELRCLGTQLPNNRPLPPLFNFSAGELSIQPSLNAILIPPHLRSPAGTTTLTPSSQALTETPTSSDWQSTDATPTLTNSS
PolyA inhibitor: blocks polyadenylation in yeast reporter cells; S. cerevisiae SKY197-pL101 polyadenylation reporter, beta-gal luminescence; efflux-impaired pdr1/pdr3 knockout yeast; score 100 = 6 SD above DMSO; 0.02% of 300,000 active; calls only at 12 µM;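 active means lowest replicate activity score at least 50, where 100 means six control SD above control mean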;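 further: yeast exposed to compound for 9 h at 30 °C; higher score means more reporter readthrough which indicates perturbed polyadenylation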
KCNK3 block: human KCNK3 channel inhibition, primary screen. CHO-KCNK3 thallium flux, FluxOR fluorescence; active compounds read low. B-score at 10 µM. 0.84% of 340,000 active;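 active means B-score under library mean minus 4 SD, starting fluorescence ratio at most library mean plus 5 SD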;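 further: more negative B-score means stronger inhibition of thallium flux through KCNK3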
GSK3beta inhib: blocks human GSK3beta kinase activity. P49841. GST-GSK3beta kinase, ADP-Glo luminescence, 60 min; active compounds read low. 0.038% of 300,000 active. activity score (negative = inhibition), % at 10 µM. AID 2097;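 active means more than half of replicate wells score below -50%, meaning over 50% inhibition versus plate controls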;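 further: 0% = median DMSO wells and -100% = median GW8510 positive control wells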
Target sequence (P49841 whole entry, looked up): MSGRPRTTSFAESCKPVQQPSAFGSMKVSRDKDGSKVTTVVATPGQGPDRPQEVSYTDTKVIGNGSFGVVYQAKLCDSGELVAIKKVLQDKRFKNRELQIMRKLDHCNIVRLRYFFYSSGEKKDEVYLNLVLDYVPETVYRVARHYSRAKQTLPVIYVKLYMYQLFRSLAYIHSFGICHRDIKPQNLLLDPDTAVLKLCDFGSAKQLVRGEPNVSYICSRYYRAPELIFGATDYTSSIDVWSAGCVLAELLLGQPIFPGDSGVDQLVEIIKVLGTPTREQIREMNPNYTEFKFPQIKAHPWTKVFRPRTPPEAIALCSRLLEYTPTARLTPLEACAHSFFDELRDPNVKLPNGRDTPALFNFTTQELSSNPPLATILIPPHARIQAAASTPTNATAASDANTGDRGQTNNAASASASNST
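Assay system: GST-fused GSK3beta enzyme, cell-free / Medium: Tris pH 7.5 buffer with MgCl2, DTT, BSA, heparin / Also added: peptide substrate plus 25 µM ATP (final) / Compound: 10 µM single point / Timing: kinase reaction with compound 60 min at room temperature / Detection: ADP-Glo luminescence / Benchmarks: DMSO neutral wells and GW8510 at 20 µM as positive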
KCNQ1 block: inhibitors of human KCNQ1 potassium channel; CHO-K1 KCNQ1, FluxOR thallium flux fluorescence; active compounds read high; B-score at 10 µM; 1.3% of 310,000 active; AID 2642;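 active means compounds whose thallium flux B-score, printed positive for inhibition, exceeds three library SD while starting fluorescence stays within three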;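 further: channel opened by potassium depolarization with thallium stimulus after 20 min compound exposure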
DYRK1A inh: blocks rat Dyrk1A kinase activity; Q63470; ADP-Glo luminescence, NFATc1 peptide; inhibition, % at 12.5 µM; 0.43% of 310,000 active; in the data active means inhibition above about 50%;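 further: plate controls were vehicle with enzyme for no effect and no enzyme for full effect; many of its hits are not listed in these tables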
KCNQ1 pot: human KCNQ1 channel potentiation or activation; CHO-K1 KCNQ1, thallium flux FluxOR fluorescence; active compounds read high; B-score at 10 µM; 0.35% of 310,000 active;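 active means fluorescence ratio B-score, a plate-corrected score, at least three library SD, with initial intensity B-score within 5 SD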
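Medium – assay buffer, equal DMSO in all wells · Material – CHO-K1 cell line with stable KCNQ1 potassium channel expression · Signal – kinetic FluxOR thallium fluorescence, 10-s 1-Hz baseline, 110-s post-stimulus read · Compound – single concentration per compound, DMSO matched to controls · Schedule – 37 °C overnight plating, 90-min dark dye load, 20-min compound pretreatment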
HDAC3 inhib: human HDAC3 inhibition | O15379 | 0.15% of 320,000 active | recombinant HDAC3, fluorogenic peptide/trypsin coupled, fluorescence | inhibition, % at 8.3 µM; in the data active means inhibition above about 26%, passing the limit was not always enough
An asterisk follows results filed as active; i = inactive; nt = no result given; & = joins results of further samples. Not all compounds are listed. The share of hits here may be higher or lower than overall.

Preview:
SMILES | hERG protect | RGS4 pot | KCNK9 inh | GSK3 alpha inh | PolyA inhibitor | KCNK3 block | GSK3beta inhib | KCNQ1 block | DYRK1A inh | KCNQ1 pot | HDAC3 inhib
COc1cccc(C(=O)CC(C#N)c2ccc(F)cc2)c1 (configuration not stated) | -15.5 | i | i | -1.0 | i | i | 0.5 | i | 9.0 | i | -1.2
CCOc1ccc(N2CC(C(=O)Nc3ccncc3)CC2=O)cc1 (configuration not stated) | -3.5 | i | i | -1.1 | i | i | -0.1 | i | -9.9 | i | 5.6
COC(=O)C(C(=O)Nc1nc2ccccc2s1)C1CCCC1 (configuration not stated) | -11.5 | i | i | nt | i | i | 0.4 | i | 3.7 | i | 5.7
CN1CCc2c(OCC(=O)N3CCC(Cc4ccccc4)CC3)cccc2C1=O | -15.4 | i | i | 2.2 | i | i | -0.3 | i | nt | i | 1.2
CCCc1[nH]nc2c1C1(CCN(C(=O)OCc3ccccc3)CC1)C(C#N)=C(N)O2 | -8.8 | i | -9.69* | 1.0 | i | i | -4.7 | i | 6.5 | i | 7.9

The list itself, from the first entry:
SMILES | hERG protect | RGS4 pot | KCNK9 inh | GSK3 alpha inh | PolyA inhibitor | KCNK3 block | GSK3beta inhib | KCNQ1 block | DYRK1A inh | KCNQ1 pot | HDAC3 inhib
COc1cccc(C(=O)CC(C#N)c2ccc(F)cc2)c1 (configuration not stated) | -15.5 | i | i | -1.0 | i | i | 0.5 | i | 9.0 | i | -1.2
CCOc1ccc(N2CC(C(=O)Nc3ccncc3)CC2=O)cc1 (configuration not stated) | -3.5 | i | i | -1.1 | i | i | -0.1 | i | -9.9 | i | 5.6
COC(=O)C(C(=O)Nc1nc2ccccc2s1)C1CCCC1 (configuration not stated) | -11.5 | i | i | nt | i | i | 0.4 | i | 3.7 | i | 5.7
CN1CCc2c(OCC(=O)N3CCC(Cc4ccccc4)CC3)cccc2C1=O | -15.4 | i | i | 2.2 | i | i | -0.3 | i | nt | i | 1.2
CCCc1[nH]nc2c1C1(CCN(C(=O)OCc3ccccc3)CC1)C(C#N)=C(N)O2 | -8.8 | i | -9.69* | 1.0 | i | i | -4.7 | i | 6.5 | i | 7.9
Cc1ccc(N(C)S(=O)(=O)c2cccc(C(=O)NC3=NCCS3)c2)cc1 | -13.0 | i | i | 3.1 | i | i | 1.1 | i | -1.2 | i | -0.5
Cc1ccn(S(=O)(=O)c2ccc(N3CCCC3=O)cc2)n1 | -6.9 | i | i | -1.1 | i | i | 0.4 | i | -6.5 | i | -2.8
COc1ccc(-c2nc3ccccc3n2CCC(C)C)cc1OC | -11.2 | i | i | -0.1 | i | i | 4.5 | i | 3.7 | i | 0.6
O=C(Nc1nc(-c2ccccc2)cs1)c1ccc2c(c1)S(=O)(=O)c1ccccc1C2=O | -0.7 | i | i | 10.7 | i | i | -0.7 | i | 0.0 | i | 2.5
CCCCn1c(N)c(N(CC(C)C)C(=O)CSCC(=O)Nc2ccc(OC)cc2)c(=O)[nH]c1=O | -9.2 | i | i | -1.4 | i | i | -1.0 | i | 1.0 | i | -3.5
CCOc1ccccc1N1CCN(C(=O)c2cc3c(s2)CCC3)CC1 | -20.6 | i | i | -4.8 | i | i | -0.8 | i | -7.9 | i | -0.5
O=C(OCCN1C(=O)c2ccccc2C1=O)c1cc(=O)[nH]c2ccccc12 | -7.1 | i | i | 2.8 | i | i | -2.0 | i | -5.9 | i | -2.9
CCc1ccccc1NS(=O)(=O)c1ccc2[nH]cc(C(=O)NC3CCCC3)c(=O)c2c1 | -3.9 | i | i | nt | i | i | 0.8 | i | 1.0 | i | nt
Cc1ccc(NC(=O)N2CCCC2C(=O)NCc2ccc(Cl)cc2)cc1 (configuration not stated) | -4.8 | i | i | 1.1 | i | i | 2.2 | i | 8.8 | i | -14.2
Cc1ccc(C)c(CN2CCC(CNC(=O)CCc3nnc4ccc(N5CCCCC5)nn34)CC2)c1 | -8.5 | i | i | 0.3 | i | i | -2.0 | i | -3.6 | i | 0.9
Cc1ccc(C(=O)Nc2ccccc2Oc2ccccc2)o1 | -9.7 | i | i | -0.2 | i | i | 0.6 | i | nt | i | 0.1
O=C(CNc1ccccc1)Nc1cccc2ccccc12 | -1.0 | i | i | -1.1 | i | i | -0.4 | i | 5.6 | i | 0.1
CCC(c1nnnn1CCOC)N(Cc1cc2cc(C)c(C)cc2[nH]c1=O)CC1CCCO1 (configuration not stated) | -10.1 | i | i | 3.1 | i | i | -0.9 | i | 7.0 | i | -0.8
COC(=O)CCC(=O)N1CCCC(C(=O)c2ccc(Cl)cc2C)C1 (configuration not stated) | -3.2 | i | i | -1.6 | i | i | 2.2 | i | 11.3 | i | 7.3
COc1cc(NS(=O)(=O)c2ccc(Br)s2)cc(OC)c1 | -8.9 | i | i | -2.3 | i | i | 1.4 | i | 2.5 | i | -2.6
Cc1oc(-c2ccc(Cl)cc2)nc1CS(=O)CC(=O)NCCCN1CCOCC1 (configuration not stated) | -7.6 | i | i | -3.1 | i | i | 1.1 | i | -3.2 | i | -1.0
COc1nc(C)nc2c1sc1nc3c(cc12)COC(C)(C)C3 | -9.8 | i | i | 0.5 | i | i | 2.0 | i | 2.4 | i | -11.1
CCOC(=O)CN1CCS(=O)(=O)CC1 | -12.4 | i | i | -2.3 | i | i | 1.0 | i | -1.3 | i | -0.7
CCn1cc(C(=O)N[C@H](C(=O)NCCN2CCOCC2)C(C)C)c(=O)c2cc3c(cc21)OCO3 | -4.1 | i | i | 1.8 | i | i | -0.1 | i | 2.8 | i | 2.3
O=C(Nc1ccccc1)N(Cc1ccccc1)CC(O)C(F)(F)F (configuration not stated) | -12.3 | i | i | 1.7 | i | i | -2.3 | i | -0.6 | i | 9.0
CC(CCc1ccccc1)NC(=O)C1CCN(S(=O)(=O)c2ccc(F)cc2)CC1 (configuration not stated) | -7.9 | i | i | -12.9 | i | i | -0.1 | i | -3.3 | i | 5.1
COc1ccc(-c2ccc(SC)nn2)cc1 | -14.4 | i | i | 10.9 | i | i | -14.2 | i | 17.1 | i | -0.6
COC(=O)c1scc(C)c1N/N=C(\C)c1cc(F)c(Cl)cc1F | -12.9 | i | i | -1.8 | i | i | 1.7 | i | 1.4 | i | -4.0
O=C(NCCCN1CCOCC1)c1cccnc1 | -13.4 | i | i | -2.5 | i | i | 0.2 | i | 1.3 | i | -1.8
COc1ccc(/C=N\NC(=O)CC(=O)Nc2cccc(Cl)c2)cc1OC | 0.1 | i | i | -2.3 | i | i | 4.1 | i | 4.9 | i | 3.0
CCN1CCN(c2ccc(S(=O)(=O)N3CCCCC3)cc2NC(=O)Cc2ccccc2)CC1 | -12.2 | i | i | -1.0 | i | i | -3.9 | i | 8.7 | i | -3.7
CCn1c(CNc2ccc(C)cc2C)nnc1SCC(=O)N1CCCc2ccccc21 | -10.3 | i | i | 0.1 | i | i | 0.8 | i | 2.8 | i | 1.8
Cc1nc2ccccc2c2oc(C(=O)NCCCN3CCCC(C)C3)cc12 (configuration not stated) | -11.2 | i | i | 14.0 | i | i | -4.2 | i | 8.5 | i | -2.2
Cc1ccc(OCC(=O)NNC(=O)C(=O)N2CCCC2)c(C)c1 | -2.7 | i | i | -2.3 | i | i | 3.6 | i | 3.3 | i | -3.3
Cc1ccc(-c2nnc(-n3ncc(C#N)c3N)c3ccccc23)cc1C | -14.4 | i | i | -2.1 | i | i | -0.5 | i | -4.6 | i | -4.0
CCn1nc(NC(=O)c2ccccn2)c2cc3cc(C)ccc3nc21 | -10.7 | i | i | 0.2 | i | i | 4.2 | i | -11.1 | i | 2.8
CCCc1nnc2c(N(C)S(=O)(=O)c3ccccc3)nc3ccccc3n12 | -9.3 | i | i | -1.9 | i | i | -1.0 | i | 4.8 | i | -3.0
O=S(=O)(c1ccc(Cl)cc1)c1cnc(-c2cccnc2)nc1-c1ccccc1 | -7.7 | i | i | 1.4 | i | i | 3.9 | i | 2.2 | i | -0.6
CCCCCc1c(C)nc(N2CCOCC2)[nH]c1=O | -6.7 | i | i | nt | i | i | -1.3 | i | -3.4 | i | -5.5
Cc1cccc2cc(COC(=O)c3ccccc3)c(=O)[nH]c12 | -8.4 | i | i | -2.1 | i | i | 2.7 | i | 12.0 | i | -5.1
Cc1cc(C)c2nc(SCC(=O)NCCC3=CCCCC3)cc(C)c2c1 | -11.7 | i | i | -2.7 | i | i | 2.8 | i | nt | i | -2.6
CC(Sc1nc2ccccc2c(=O)n1Cc1ccco1)C(=O)c1ccccc1 (configuration not stated) | -15.2 | i | i | -2.3 | i | -8.93* | 0.6 | i | 11.3 | i | -2.8
Cc1ccc(C(=O)N2CCCC(Nc3ccc(F)c(F)c3)C2)cn1 (configuration not stated) | -1.9 | i | i | 1.4 | i | i | 0.3 | i | -5.6 | i | -4.5
CC(=O)N(O)CCCCCNC(=O)CCC(=O)N(O)CCCCCNC(=O)CCC(=O)N(O)CCCCCN | -3.5 | i | i | 0.4 | i | i | 0.5 | i | -1.6&-3.3 | i | 3.3
C/C(N)=C(/C#N)C(=O)CSc1nc2ccccc2c(=O)n1CCCO | -1.7 | i | i | -0.9 | i | i | 2.0 | i | 8.3 | i | 10.9
Cc1cc(C)nc(NS(=O)(=O)c2ccc(NC(=O)Cc3ccc(F)cc3)cc2)n1 | -5.8 | i | i | -2.8 | i | i | -0.8 | i | nt | i | 9.3
COC(=O)c1cc(C#N)c(N2CCOCC2)nc1C | -9.5 | i | i | 0.5 | i | i | 0.9 | i | -3.8 | i | 5.4
COc1ccc(C(C)=O)cc1CSc1nnc(Nc2ccc(C)cc2C)s1 | -10.8 | i | i | -1.6 | i | i | 2.6 | i | -2.7 | i | nt
O=C(CCCSc1nc2ccccc2[nH]1)NC1=NCCS1 | 0.3 | i | i | 3.5 | i | i | -3.8 | i | 1.8 | i | 10.5
C/C(=N\NC(=S)Nc1ccccc1C)c1ccc(O)cc1 | -2.6 | i | i | 3.6 | i | i | 3.8 | i | 5.1 | i | 13.7
O=C(NCCCN1CCCC1=O)c1sc2ccccc2c1Cl | -4.3 | i | i | -35.9 | i | i | 1.7 | i | -2.3 | i | -9.5
COc1cc(-c2nnc3sc(C4CCCCC4)nn23)cc(OC)c1OC | -17.4 | i | i | -0.7 | i | i | -1.9 | i | 3.1 | i | 7.4
